High-throughput results deposited in PubChem BioAssay by several laboratories.
ssDAF12 agonist – activators of S. stercoralis DAF-12 nuclear receptor | HEK293 ssDAF-12/GRIP1 lit1-tk-luc reporter, luminescence; % of 3 µM dafachronic acid response | activation, % at 6.8 µM | actives 1% (n = 370,000) | AID 652126;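 active = activation above the mean over all tested compounds plus 3 SD, cut at about 0.9% in these data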;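 note: 0% = DMSO-only wells and 100% = 3 µM delta7-dafachronic acid wells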
hcDAF-12 act – activators of H. contortus DAF-12 nuclear receptor; actives 1.4% (n = 370,000); activation, % at 6.8 µM; HEK293 hcDAF-12 lit1-tk-luc reporter, luminescence; 0% DMSO, 100% Δ7-dafachronic acid;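 active = activation above the mean of all tested compounds plus 3 SD, cut at about 5.5% in these data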;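 note: 100% = response to 3 µM Δ7-dafachronic acid high control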
DAX1 inh-1 – DAX1 (NR0B1) inhibition, primary screen; HEK293T StAR-luciferase reporter, SF-1/DAX-1 repression relief; inhibition, % at 6.8 µM; actives 1.1% (n = 370,000); AID 652010;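 active = inhibition above the mean over all tested compounds plus 3 SD, cut at about 3.6% in these data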;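 note: 0% = DAX-1 cells with DMSO and 100% = cells lacking DAX-1 with DMSO; higher inhibition means more luminescence from relief of DAX-1 repression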
PLC-beta3 inh – inhibitors of human phospholipase C beta3; Q01970; Purified PLC-beta3, fluorogenic substrate, fluorescence; inhibition, % at 12.2 µM; actives 0.18% (n = 370,000); AID 720704; in the data active = inhibition above about 11%;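 note: 0% = median of compound wells on plate and 100% = full blocker control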
SMARCA2 act – increases SMARCA2 function in MMTV reporter cells; activation, % at 9.1 µM; actives 1% (n = 370,000); MG213 cells, MMTV-luciferase reporter, dexamethasone, overnight; in the data active = activation above about 7.8%;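 note: 0% = vehicle wells and 100% = reference activator wells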
HGIII-sPLA2 inh – Blocks human group III sPLA2 activity; Q9NZ20; QFRET BODIPY PC-A2 liposome hydrolysis, fluorescence; inhibition, % at 12.2 µM; actives 0.56% (n = 370,000); AID 743126;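 active = inhibition above mean plus 3 SD of compounds lying within the high and low control bounds, cut at about 19% in these data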;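 note: 0% = median of test compound wells and 100% = no enzyme DMSO wells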
Target sequence (Q9NZ20 whole entry, looked up): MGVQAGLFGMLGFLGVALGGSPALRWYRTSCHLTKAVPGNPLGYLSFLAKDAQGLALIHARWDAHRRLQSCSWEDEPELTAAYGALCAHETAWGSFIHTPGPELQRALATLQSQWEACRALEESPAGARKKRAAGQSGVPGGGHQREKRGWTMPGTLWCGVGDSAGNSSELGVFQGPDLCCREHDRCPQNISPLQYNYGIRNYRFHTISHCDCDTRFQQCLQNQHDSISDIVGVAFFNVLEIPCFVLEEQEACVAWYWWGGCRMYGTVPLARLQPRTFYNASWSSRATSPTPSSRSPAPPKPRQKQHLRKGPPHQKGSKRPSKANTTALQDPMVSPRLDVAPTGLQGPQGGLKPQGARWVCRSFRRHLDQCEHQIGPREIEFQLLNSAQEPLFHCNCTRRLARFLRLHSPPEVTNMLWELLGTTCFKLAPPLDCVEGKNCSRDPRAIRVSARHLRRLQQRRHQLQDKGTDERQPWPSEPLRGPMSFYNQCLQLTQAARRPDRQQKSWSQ
DAX1 inh-2 – NR0B1 (DAX1) inhibition. P51843. HEK293 Gal4-DAX1 luciferase reporter, luminescence. inhibition, % at 6.75 µM. actives 0.99% (n = 340,000). AID 504766;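 active = inhibition above the mean over all tested compounds plus 3 SD, cut at about 4.2% in these data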;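 note: 0% = DAX1-transfected cells with DMSO and 100% = empty-vector control cells with DMSO; inhibition shows as a rise in luminescence from relieved DAX1 repression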
Target sequence (P51843 207-470 limits assumed): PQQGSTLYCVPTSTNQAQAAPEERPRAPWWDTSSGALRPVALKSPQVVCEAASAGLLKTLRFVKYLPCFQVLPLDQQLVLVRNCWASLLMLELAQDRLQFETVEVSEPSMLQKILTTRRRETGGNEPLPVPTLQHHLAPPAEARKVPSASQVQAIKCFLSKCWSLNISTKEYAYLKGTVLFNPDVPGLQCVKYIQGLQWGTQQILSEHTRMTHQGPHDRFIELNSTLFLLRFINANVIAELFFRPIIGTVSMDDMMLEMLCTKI
hgDAF12 agonist – agonists of H. glycines DAF-12 nuclear receptor; HEK293 GAL4-hgDAF12 UAS-luciferase reporter, agonist luminescence; normalized to butyrate control; activation, % at 6.8 µM; actives 1.8% (n = 370,000); AID 687014;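 active = activation above a cutoff set at the mean of all screened compounds plus 3 SD, cut at about 10% in these data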;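 note: 0% = DMSO wells and 100% = sodium butyrate wells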
GAA850 FXN act – frataxin GAA850 promoter activation; activation, % at 6 µM; actives 0.56% (n = 360,000); AID 540364; HEK293 lucGAA850 FXN promoter luciferase reporter, 24 h; percent of 10 µM SAHA response;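 active = activation above the average of all compounds screened plus 3 SD, cutoff fixed separately per campaign, cut at about 7.5% in these data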;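 note: 0% = DMSO wells and 100% = 10 µM SAHA wells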
NR1D1 modulator – modulates human Rev-erb alpha binding to DNA; Rev-erbα–FITC-DNA binding, fluorescence polarization, 90 min; activity, % at 10 µM; actives 0.79% (n = 370,000); AID 1259318;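 active = activity above about 14%, limit read from the data; passing the limit was not always enough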;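 note: 0% = DMSO wells with 35 nM protein and 100% = DMSO wells with 750 nM protein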
PG9 binder – small molecules binding HIV-1 gp120 antibody PG9 | TR-FRET gp120-PG9 antibody binding | inhibition, % at 6.7 µM | AID 624416 | actives 0.43% (n = 360,000); in the data active = inhibition above about 8.5%
* hit, by the source's call; / = not tested or not shown. Not a hit list, and some 7% of all compounds hit somewhere here.

SMILES	ssDAF12 agonist	hcDAF-12 act	DAX1 inh-1	PLC-beta3 inh	SMARCA2 act	HGIII-sPLA2 inh	DAX1 inh-2	hgDAF12 agonist	GAA850 FXN act	NR1D1 modulator	PG9 binder
COc1ccc(CN(CC(=O)NCc2ccccc2)C(=O)CCC(=O)Nc2cc(C)ccn2)cc1	-0.4	-1.5	0.1	-9.8	-2.6	-3.3	-1.8	0.5	-0.1	-3.6	-0.4
CN(C)C(=O)c1cc(Br)ccc1Cl	-1.6	-0.8	-0.1	3.1	-1.6	-4.4	2.7	1.6	-1.7	-4.2	0.4
COc1ccc(NC(=O)CN2C(=O)c3ccccc3Sc3ccc(C(=O)N4CCOCC4)cc32)c(OC)c1	-1.8	-1.7	0.2	-2.5	-5.1	-0.8	0.6	-0.9	0.2	-1.5	-2.7
O=C(CSc1nnc(-c2cccnc2)o1)Nc1ccc(Br)cc1	-0.8	-0.8	-0.8	-2.1	1.5	7.8	-1.8	2.2	2.2	6.8	-1.5
CCCC(=O)OCC(=O)Nc1cc(Cl)ccc1[N+](=O)[O-]	-0.1	4.9	0.5	-4.3	-0.9	4.5	1.1	-0.1	1.6	4.0	-1.1
CC(Sc1ncnc2sccc12)C(=O)Nc1ccc(S(N)(=O)=O)cc1 (centres undefined)	-1.5	-2.3	-0.9	1.8	2.7	-6.5	-0.8	4.1	1.0	-2.2	-0.3
Cc1nnsc1C(=O)N/N=C/c1ccccc1Cl	-1.6	-1.7	0.5	8.0	-3.8	18.8	1.1	1.4	-0.5	-0.4	0.9
Cc1cc(C)c(NC(=O)CSc2nc(=O)n3cc(C)ccc3n2)c(C)c1	-1.0	-1.2	0.1	-5.1	0.7	5.2	1.5	0.9	0.4	-0.5	1.2
C=CCn1c(O)c(C=Nc2ccc(Cc3ccncc3)cc2)c(=O)[nH]c1=S	-0.8	-1.6	0.1	-3.5	1.1	-1.2	0.5	-0.9	-0.7	-3.6	-0.9
O=C1SCCc2c1n(Cc1ccccc1)c1ccccc21	-0.9	-1.4	-0.3	-12.8	0.1	-5.6	-0.9	-3.9	4.3	4.7	1.1
CCCOc1ccc(C2=CSC3=NCCN23)cc1	-0.3	-0.8	-0.8	-6.3	-3.6	-1.6	-0.7	0.8	-1.5	1.5	-0.1
O=C(CSc1nnc2n1CCCCC2)Nc1ccc(N2CCOCC2)cc1	-2.0	1.4	-0.3	-9.5	0.7	4.8	0.3	0.7	0.7	-8.3	0.6
Cc1ccc(NC(=O)/C=C/c2ccco2)cc1S(=O)(=O)N1CCCCCC1	-2.2	-3.2	-2.2	-43.8	-5.1	-24.2	-4.6	-1.9	2.2	1.7	-3.8
NS(=O)(=O)c1cccc(NC(=O)COC(=O)c2cc([N+](=O)[O-])ccc2N2CCCC2)c1	-1.2	-0.9	-2.0	2.6	-4.7	-12.3	-2.1	-0.4	0.2	-5.3	-0.3
CCOC(=O)C1=C(C)NC(C)=C(C(=O)OCC)C1C(=O)OCC(=O)NC1CCCCC1	-1.9	-3.3	-2.8	-154.1	-4.4	-5.9	-3.0	-5.2	-1.7	7.5	-1.7
N#C/C(=C\c1ccc(O)cc1)C(=O)NCc1ccccc1	-1.3	0.5	0.0	-9.0	0.1	-12.0	1.2	1.4	1.1	3.8	-1.7
Cc1ccn(-c2cccc(-n3ccc(C)n3)n2)n1	-0.5	4.0	3.3	5.8	2.1	2.0	3.7	18.1*	6.2	5.1	-1.3
CC1=C(C(=O)N(C)C)CC(CC(=O)NCc2cccc3ccccc23)C(=O)N1Cc1ccc(C(C)(C)C)cc1 (centres undefined)	-1.4	-0.9	-0.6	-0.4	0.1	-17.1	/	-1.2	/	-0.5	-0.3
O=C(COC(=O)c1cc(=O)[nH]c2ccccc12)NCc1ccccc1	-0.9	-2.2	0.5	-162.0	0.9	-5.2	0.1	-2.4	2.2	4.8	-0.4
CC(O)Cn1c(N2CCCC2)nc2c1c(=O)[nH]c(=O)n2C (centres undefined)	-1.2	-0.3	-0.1	-4.2	-3.8	7.8	0.7	1.4	1.6	-5.5	4.0
OC(c1cc(-c2cccc(Cl)c2)nc2ccccc12)C1CCCCN1 (centres undefined)	-1.3	-0.7	-0.5	1.3	-3.1	11.0	-0.5	-2.0	4.1	-2.8	0.6
Cc1nnc(N2CCN(Cc3ccccc3)CC2)[nH]c1=O	-0.8	-1.0	-0.3	-1.6	1.9	-5.2	0.3	0.9	-0.7	0.0	-2.2
CC(OC(=O)CCOc1ccccc1)C(=O)NC1CC1 (centres undefined)	-0.8	-0.5	-0.8	1.0	-0.6	1.5	0.1	-0.7	0.9	3.2	0.0
CC(C)(C)N1CC(C(=O)Nc2ccc(C#N)cc2)CC1=O (centres undefined)	-0.6	-0.9	0.1	-4.0	-3.2	5.5	0.5	-1.2	-0.3	0.9	0.5
Cc1ccc(C(=O)N2CCN(S(=O)(=O)c3ccccc3)CC2)cc1	-1.7	-0.3	0.0	3.4	1.5	15.5	1.0	0.6	0.1	-3.6	-0.1
Cc1ccc(NC(=O)N2CCC(NC(=O)c3ccccc3C)CC2)cc1	-1.2	0.5	-0.2	2.9	-2.5	-1.7	0.8	0.8	-0.8	-3.9	0.4
Cc1cccc(N2CCN(C(=O)c3cc(S(=O)(=O)N(C)C)ccc3N3CCCC3)CC2)c1C	-2.2	-1.1	-0.3	-5.9	-2.9	0.7	1.1	0.4	0.1	-5.2	0.2
Cc1cccc(NC(=O)c2ccc(COc3ccc(Cl)cc3Cl)o2)n1	-1.1	-1.1	-0.2	-1.7	-1.3	-20.3	-0.7	-0.6	-2.9	0.8	1.0
CCn1ncc(Br)c1C(=O)Nc1ccccc1OC	-1.0	-1.2	-0.6	4.6	1.3	-3.6	1.1	0.5	-1.1	-2.1	-2.3
CCN(CC(=O)Nc1ccc(NC(C)=O)cc1)C(=O)/C=C/c1c(C)nn(-c2ccc(F)cc2)c1Cl	-1.3	-1.5	0.9	-6.4	0.5	-3.7	-0.7	-0.5	0.2	-7.6	-1.4
Nc1ccn([C@@H]2O[C@H](CNCc3cc(Cl)ccc3OCc3ccc(Cl)cc3)[C@@H](O)[C@H]2O)c(=O)n1	-0.6	-0.8	-0.9	0.6	-0.3	-4.1	-0.2	-1.3	1.0	9.1	0.3
CN1C(=O)CC2(CC(=O)N(Cc3ccccc3)C2)C1=O (centres undefined)	-1.4	-1.7	-0.9	2.0	-2.4	-1.0	-0.4	-0.6	0.2	-0.7	1.0
O=C(Nc1ccccc1)c1ccc(-c2ccccc2C(F)(F)F)o1	-0.9	-0.8	0.5	-18.5	3.8	-23.2	-0.3	7.3	4.7	-1.7	-5.0
CCOC(=O)COc1cc(O)c2c(=O)cc(-c3ccccc3)oc2c1	0.0	-0.5	-0.4	-5.0	1.3	6.4	-0.3	2.6	1.1	-9.0	-0.4
NC(=O)c1ccc[n+](CC(=O)c2ccc(Br)cc2)c1	-1.1	-1.3	-0.3	-18.0	1.6	-2.3	-0.5	3.0	-0.9	0.3	0.5
C[C@]1(C(=O)O)C=C[C@@H](Cc2ccccc2)N1C(=O)c1ccccc1	-1.0	-1.1	0.2	1.2	1.7	7.3	-1.5	-0.1	-2.5	1.6	-0.6
CC(=NC1CCCCC1)C1=C(O)c2ccccc2C1=O	0.6	8.1*	4.2*	-17.6	6.1	-6.4	1.3	15.8*	4.3	-0.1	0.3
Cc1onc(-c2ccccc2)c1C(=O)Nc1c(C)n(C)n(-c2ccccc2)c1=O	-1.8	-1.5	-0.2	-1.4	-0.4	8.0	-0.9	-0.2	-0.8	8.1	3.0
COc1ccc(S(=O)(=O)NC(C)C(=O)NCc2cccnc2)cc1C (centres undefined)	-1.2	0.3	-0.9	-4.2	-2.3	7.8	-1.3	-1.2	0.4	-2.4	0.3
CC(=O)Nc1cc(-c2ccc(N)cc2)cn2c(-c3cccc(C(F)(F)F)c3)cnc12	-1.2	-2.8	-1.3	-120.4	0.0	6.6	/	-0.7	-1.6	-1.3	0.0
CC(C)N(C(=O)c1nn(C)c2c1CSc1ccccc1-2)C1CCCCC1	-1.5	-3.7	0.1	-18.8	-3.0	0.3	-0.3	-0.1	-0.5	1.8	0.0
Cc1ccc(CNC(=O)COC(=O)c2ccc(Cl)c(N)c2)cc1	-1.8	-1.1	0.1	-27.9	-1.8	1.6	0.4	-0.6	2.8	3.2	1.2
CC(=O)N(C)c1ccc(NCc2cc(=O)oc3cc(C)c(O)cc23)cc1	-0.4	-2.3	-0.3	-14.9	-2.2	-8.6	3.5	-1.0	-1.5	5.9	-3.7
COC(=O)c1sc(C(C)(C)C)cc1CS(=O)(=O)c1ccccn1	-1.0	0.0	0.3	-6.0	-5.0	17.9	-0.9	-0.4	2.8	2.0	0.1
Cc1ccnc(SCc2cc(=O)c(OC(=O)c3ccccc3)co2)n1	-1.2	-0.6	-0.1	-7.0	-1.6	7.6	0.4	0.4	0.0	-2.8	1.1
COc1cccc(C2CC(C(F)(F)F)n3nc(C(=O)Nc4c(C)n(C)n(-c5ccccc5)c4=O)cc3N2)c1 (centres undefined)	-1.6	-0.2	-0.3	-9.4	-0.6	-0.6	-0.3	-0.6	-1.9	-8.0	-1.2
Cc1nc2ccccc2n1C(=O)N1CCOCC1	-1.0	-0.4	-0.3	1.8	-0.6	3.4	-0.3	1.4	0.8	0.4	-0.1
CN1CCN(C(=O)c2ccc3c(c2)N(C)C(=O)/C(=C/c2cccc(Cl)c2)S3)CC1	-1.1	-3.2	-3.0	-90.6	-4.4	-11.4	0.3	-1.6	-1.3	-3.1	-3.9
c1cc2c(cc1Oc1nc(N3CCOCC3)nc(N3CCOCC3)n1)OCO2	-1.4	-0.9	-1.0	-1.6	1.5	-4.8	0.1	-1.4	0.5	-1.2	-1.8
COc1cc(NC(=O)CN2CCN(C(=O)C3CCCO3)CC2)c(OC)cc1Cl (centres undefined)	-0.8	-1.4	-1.7	-5.7	-0.8	-2.6	-0.4	1.9	2.0	0.1	-0.9
O=[N+]([O-])c1ccccc1/C=N/Nc1nnc(-c2ccccc2)c(-c2ccccc2)n1	-1.1	-0.8	0.3	0.9	5.2	2.7	-0.8	1.2	0.8	-2.0	-2.2
O=C(Nc1ccnn1C1CCN(C(=O)c2c(F)cccc2F)CC1)C1CC1	-0.4	-2.7	0.0	-4.5	-1.9	7.1	0.4	0.5	1.9	2.7	0.8

Arranged by value in PG9 binder (largest number first): 3 of the compounds above
SMILES	ssDAF12 agonist	hcDAF-12 act	DAX1 inh-1	PLC-beta3 inh	SMARCA2 act	HGIII-sPLA2 inh	DAX1 inh-2	NR1D1 modulator	PG9 binder
O=C(Nc1ccnn1C1CCN(C(=O)c2c(F)cccc2F)CC1)C1CC1	-0.4	-2.7	0.0	-4.5	-1.9	7.1	0.4	2.7	0.8
COc1cccc(C2CC(C(F)(F)F)n3nc(C(=O)Nc4c(C)n(C)n(-c5ccccc5)c4=O)cc3N2)c1 (centres undefined)	-1.6	-0.2	-0.3	-9.4	-0.6	-0.6	-0.3	-8.0	-1.2
c1cc2c(cc1Oc1nc(N3CCOCC3)nc(N3CCOCC3)n1)OCO2	-1.4	-0.9	-1.0	-1.6	1.5	-4.8	0.1	-1.2	-1.8
